TAAR1 ag – human TAAR1 agonism. Q96RJ0. CHO RD-HGA16 TAAR1, Fluo-8 calcium fluorescence; vehicle wells 0%, saturating PEA agonist 100%. activation, % at 3 µM. 360,000 tested, 0.99% active. AID 624467;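 active means activation above the mean activation of all test compounds in the run plus 3 SD, cut at about 38% in these data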
Target sequence (Q96RJ0 whole entry, looked up): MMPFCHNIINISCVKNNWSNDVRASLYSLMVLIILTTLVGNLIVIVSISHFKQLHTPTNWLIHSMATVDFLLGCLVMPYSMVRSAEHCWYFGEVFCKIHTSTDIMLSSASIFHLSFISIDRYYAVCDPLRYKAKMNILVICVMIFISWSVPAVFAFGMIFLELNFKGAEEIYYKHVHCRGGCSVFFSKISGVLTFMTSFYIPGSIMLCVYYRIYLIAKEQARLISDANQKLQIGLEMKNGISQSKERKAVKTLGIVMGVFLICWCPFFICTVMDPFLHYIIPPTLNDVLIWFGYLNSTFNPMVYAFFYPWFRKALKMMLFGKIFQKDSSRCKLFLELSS
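System: CHO RD-HGA16 cells carrying human TAAR1 plus Gα16; Incubation: 17-24 h seeding, 75 min 37 °C dye, 30 min RT; Measured by: Fluo-8 fluorescence, 5 s baseline then 140 s kinetic read; Control set: DMSO and PEA EC100; Replication: single well for each compound.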
M1 ag – agonists of human M1 muscarinic receptor; P11229; CHO-K1 hM1, Fluo-8 calcium fluorescence, agonist mode; 0% DMSO, 100% acetylcholine EC100; activation, % at 3 µM; 360,000 tested, 0.33% active;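 active means activation above the run's mean compound activation plus 3 SD, cut at about 16% in these data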;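 further: peak over basal fluorescence ratio within a 140 s kinetic read after compound addition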
Target sequence (P11229 whole entry, looked up): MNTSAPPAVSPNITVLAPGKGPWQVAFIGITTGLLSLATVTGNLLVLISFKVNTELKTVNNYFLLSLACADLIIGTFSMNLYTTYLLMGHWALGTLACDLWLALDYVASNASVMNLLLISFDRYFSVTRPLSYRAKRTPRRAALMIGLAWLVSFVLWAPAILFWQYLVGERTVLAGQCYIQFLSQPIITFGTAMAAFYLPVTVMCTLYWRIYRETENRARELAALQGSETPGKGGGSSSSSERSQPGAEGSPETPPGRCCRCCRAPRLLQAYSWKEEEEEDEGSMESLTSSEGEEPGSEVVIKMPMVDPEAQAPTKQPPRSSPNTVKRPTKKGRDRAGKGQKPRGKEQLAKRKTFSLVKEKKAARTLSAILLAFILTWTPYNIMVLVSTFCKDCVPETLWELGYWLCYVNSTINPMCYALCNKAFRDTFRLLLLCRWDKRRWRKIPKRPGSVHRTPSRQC
CHO parental Ca – counter-screen: ATP calcium response change in parental CHO cells; parental CHO-K1, ATP-induced calcium, Fluo-8 fluorescence; 330,000 tested, 0.63% active; inhibition, % at 5.6 µM; AID 463079;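 active means inhibition above that plate's mean sample inhibition plus 3 SD, cut at about 26% in these data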;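 further: 0% = ATP-challenged DMSO wells and 100% = DMSO wells without ATP; some compounds past the cut are filed as inactive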
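Assay system – parental CHO cells · Reagent – ATP stimulus · Detection – intracellular calcium via Fluo-8 no-wash fluorescent dye · Evaluation – percent inhibition of ATP-evoked calcium rise, normalized to controls · Controls – ATP wells versus no-ATP DMSO wells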
M1 PAM parental – counter-screen for M1 PAMs: effect in parental CHO-K1 cells; activation, % at 3 µM; AID 602247; 360,000 tested, 0.02% active; ATP EC20, Fluo-8 calcium fluorescence; 0% at ATP EC20, 100% at ATP max;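 active means activation above the run cutoff, the mean activation of all test compounds plus 3 SD, cut at about 40% in these data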;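 further: peak over basal fluorescence ratio in a 140 s read after ATP addition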
CHO-K1 Ca ag – nonselective activator or artifact in parental CHO-K1 cells | Fluo-8 calcium fluorescence; scaled to maximal ATP response, vehicle zero | activation, % at 3 µM | 360,000 tested, 0.48% active | AID 602248; in the data active means activation above about 15%;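 further: untransfected CHO-K1 host cells lacking M1 receptor as counterscreen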
TAAR1 antagonist – human TAAR1 antagonism; Q96RJ0; CHO RD-HGA16 TAAR1, Fluo-8 calcium fluorescence, antagonist; inhibition, % at 3 µM; 360,000 tested, 1.5% active; AID 624466;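 active means inhibition above a per-plate cutoff, the mean inhibition of test compounds on that plate plus 3 SD, cut at about 49% in these data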;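 further: 0% = DMSO plus EC80 beta-PEA response and 100% = DMSO alone without agonist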
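Test system: CHO RD-HGA16 cells bearing hTAAR1 | Reagent: β-PEA, EC80 | Compound dosing: 3 µM, single point | Schedule: Dye loading 75 min at 37 °C, then 30 min room temperature | Signal: Calcium fluorescence with Fluo-8 | Evaluation: Percent inhibition of PEA-evoked calcium signal, max/basal emission ratio | Control set: DMSO-only wells and EC80 β-PEA-stimulated wells | Repeats: Singlicate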
OXTR potentiator – potentiates the human oxytocin receptor response. activation, % at 3 µM. CHO-OTR cells, Fluo-8 calcium fluorescence, potentiator mode; 0% = oxytocin EC15, 100% = EC100. P30559. 320,000 tested, 0.061% active;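 active means activation above that plate's cutoff, the mean activation of tested compounds plus 3 SD, cut at about 6.6% in these data, passing the limit was not always enough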;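 further: 100% uses oxytocin at 75 nM as the full agonist control; some results filed as inactive read as strong as hits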
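System: human OTR in CHO cells / Also added: sub-maximal oxytocin, roughly EC15 / Control set: EC15 oxytocin low, 75 nM oxytocin high / Schedule: 6 min compound pre-incubation at room temperature, 100 s kinetic read / Compound: single-point 3.0 µM / Replication: singlicate / Technique: Fluo-8 calcium dye fluorescence / Read-out basis: % activation of max/min ratio relative to oxytocin controls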
CHRM1 antagonist – antagonists of human M1 muscarinic receptor. CHO-K1 hM1, Fluo-8 calcium fluorescence, ACh EC80 antagonist. inhibition, % at 3 µM. 360,000 tested, 1.3% active;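 active means percent inhibition above its own plate's cutoff, namely the mean of that plate's compound wells plus 3 SD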;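 further: peak over basal fluorescence ratio during 140 s after agonist addition; 0% = ACh EC80 plus DMSO and 100% = DMSO alone without agonist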
CHO-K1 Ca antag – nonselective inhibitor or artifact in parental CHO-K1 cells; inhibition, % at 3 µM; ATP-induced calcium, Fluo-8 fluorescence; 360,000 tested, 0.6% active;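 active means inhibition above a per-plate cutoff, the plate's mean sample inhibition plus 3 SD, cut at about 24% in these data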;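 further: 0% = DMSO plus EC80 ATP and 100% = DMSO alone without ATP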
* marks the source's active call; other numbers are inactive results; . = not tested or not shown.

The line under a structure holds: TAAR1 antagonist, CHO-K1 Ca antag, TAAR1 ag, OXTR potentiator, M1 PAM parental, CHO-K1 Ca ag, CHO parental Ca, CHRM1 antagonist, M1 ag
1	C[C@@H]1CN([C@@H](C)CO)C(=O)CCCn2nncc2CO[C@@H]1CN(C)C(=O)c1ccccc1
 : 19, -1, -1, ., 8, -0.2, ., -3, -4
2	CC(C)Cn1c2c(c(=O)[nH]c1=O)C(NS(=O)(=O)c1ccc(Cl)cc1)(C(F)(F)F)C(=O)N2 (stereo not given)
 : -14, -16, -1, -10, 22, 1.2, 3, -22, -1
3	O=C(CCc1nc2ccccc2[nH]1)Nc1ccccc1
 : -9, -7, 7, -7, -3, 0.5, -11, -4, -2
4	O=[N+]([O-])c1ccc(Nc2c3ccccc3nc3ccccc23)cc1
 : 24, -5, 11, ., 15, 2.5, ., -1, -8
5	O=C(O)C[C@]1(C(=O)Nc2ccc(F)cc2)CC(/C=C/c2ccccc2)=NO1
 : -8, -8, 4, -6, 6, 0.5, -1, -9, -3
6	Cc1ccc(C)c(C(=O)COC(=O)c2ccc(C)c(S(=O)(=O)N3CCOCC3)c2)c1
 : 20, -11, -1, -10, 15, 1.1, 8, 14, -4
7	COc1ccc(NC(=O)C(=O)NCC(c2ccco2)N2CCc3ccccc3C2)cc1OC (stereo not given)
 : -10, -2, 56*, 6, 3, 0.9, -22, -8, -5
8	Cc1ccc(Cl)cc1N1CCN(Cc2nc3c(c(=O)[nH]c(=O)n3C)n2Cc2ccccc2F)CC1
 : -20, 1, 0, -2, 21, 1.7, -6, -14, -3
9	CC(=O)NC(CC(=O)OCC(=O)c1c(N)n(C)c(=O)n(C)c1=O)c1ccccc1 (stereo not given)
 : -1, -8, 2, -10, 1, -0.1, -4, 0, -4
10	CC[C@H](C)[C@H](NC(N)=O)C(=O)NNC(=O)c1ccc(COc2cccc3cccnc23)cc1
 : -12, -13, 4, -5, 14, 1.1, -20, -7, -8
11	COC(=O)COc1ccc(S(=O)(=O)NCc2ccco2)cc1
 : -9, -8, 3, -1, 17, 0.8, -4, 1, -4
12	CCO/N=C(\N)c1[nH]ncc1Br
 : -6, -7, 2, 0, 6, 0.1, -25, -15, -3
13	Cc1cc(NC(=O)CSc2nccn2C)no1
 : -4, -2, 6, -1, 11, 0.5, -5, 1, -2
14	CN(C)C(=S)N=Nc1[nH]c2ccccc2c1O
 : 25, ., 13, -8, ., ., 6, ., .
15	Cc1ccc(N2C(=O)CN(Cc3sccc3C)C2=S)cc1C
 : -31, 7, 0, -12, 10, 0.8, -24, -4, -9

The line under a structure holds: TAAR1 antagonist, CHO-K1 Ca antag, TAAR1 ag, OXTR potentiator, M1 PAM parental, CHO-K1 Ca ag, CHO parental Ca, CHRM1 antagonist, M1 ag
16	CCCC(=O)Nc1nc(-c2ccc3c(c2)CCN3S(C)(=O)=O)cs1
 : 7, -6, 12, -9, -3, 5.1, -16, 1, -1
17	O=C(CSc1nc(-c2ccc(F)cc2)cc(C(F)(F)F)n1)NCCN1CCOCC1
 : 0, -5, -1, 1, 2, 0.1, -18, -12, -3
18	Cc1ccc(/C=C/C(=O)Nc2ccc(S(=O)(=O)Nc3onc(C)c3C)cc2)cc1
 : -11, -9, -3, 1, 1, 0.1, -9, 12, -6
19	O=C1C2C3CCC(C3)C2C(=O)N1CNc1ccc(F)cc1 (stereo not given)
 : -5, -6, 1, -11, 22, 0.0, -4, 4, -6
20	CCN(CC)C(=O)CCC(=O)Nc1ccc(C(=O)OC)cc1
 : -6, -1, 4, -3, 4, 3.1, -9, 2, -1
21	O=C(O)C1C2C=CC3(CN(c4cccc(C(F)(F)F)c4)C(=O)C13)O2 (stereo not given)
 : -14, -3, 3, 1, 19, 0.0, -1, 1, -4
22	COc1ccc(OC)c(C(=O)COC(=O)COc2ccccc2F)c1
 : -10, 22, -4, ., -6, -0.6, ., 17, -4
23	C=CCN1C(=O)c2ccccc2Sc2ccc(C(=O)NC(C)C)cc21
 : 0, 14, -1, -2, -8, 3.8, -20, 6, -8
24	Cc1nc2c(=O)n(C)c(=O)[nH]c2n1Cc1ccccc1
 : 1, -2, 10, -1, 20, 1.1, -1, -3, 9
25	Cc1csc(SCC(=O)Nc2ccc(F)cc2Cl)n1
 : 0, -13, -1, -3, 18, -0.8, -6, -10, -6
26	CCCN(C(=O)c1cc(S(=O)(=O)N(C)c2ccccc2OC)ccc1C)C1CCS(=O)(=O)C1 (stereo not given)
 : -8, 12, 3, ., -10, -0.4, ., 0, -6
27	CC(C)c1ccc(OCCCN2CCCC2)cc1
 : -8, -7, 2, -12, 13, 3.6, 2, 9, -10
28	COc1cc(/C=C/C(=O)OCC(=O)NCCc2ccc(S(N)(=O)=O)cc2)ccc1OCC#N
 : -12, -12, 1, ., -6, 1.6, ., -7, -2
29	Cc1cccc(N(CC(=O)NC2CCCC2)C(=O)CS(=O)CC(=O)Nc2ccc3c(c2)OCO3)c1C (stereo not given)
 : -13, -9, 3, -17, 11, -0.1, -15, -12, -3
30	CCOC(=O)c1cc(-c2cccc(C(F)(F)F)c2)nc2nc(SC)[nH]c(=O)c12
 : 0, -11, 3, -9, 13, 1.4, -13, -12, 4

A second format for part of the listing above:
entry	compound	TAAR1 antagonist	CHO-K1 Ca antag	TAAR1 ag	OXTR potentiator	M1 PAM parental	CHO-K1 Ca ag	CHO parental Ca	CHRM1 antagonist	M1 ag
21	O=C(O)C1C2C=CC3(CN(c4cccc(C(F)(F)F)c4)C(=O)C13)O2 (stereo not given)	-14	-3	3	1	19	0.0	-1	1	-4
22	COc1ccc(OC)c(C(=O)COC(=O)COc2ccccc2F)c1	-10	22	-4	.	-6	-0.6	.	17	-4
23	C=CCN1C(=O)c2ccccc2Sc2ccc(C(=O)NC(C)C)cc21	0	14	-1	-2	-8	3.8	-20	6	-8
24	Cc1nc2c(=O)n(C)c(=O)[nH]c2n1Cc1ccccc1	1	-2	10	-1	20	1.1	-1	-3	9
25	Cc1csc(SCC(=O)Nc2ccc(F)cc2Cl)n1	0	-13	-1	-3	18	-0.8	-6	-10	-6
26	CCCN(C(=O)c1cc(S(=O)(=O)N(C)c2ccccc2OC)ccc1C)C1CCS(=O)(=O)C1 (stereo not given)	-8	12	3	.	-10	-0.4	.	0	-6
27	CC(C)c1ccc(OCCCN2CCCC2)cc1	-8	-7	2	-12	13	3.6	2	9	-10
28	COc1cc(/C=C/C(=O)OCC(=O)NCCc2ccc(S(N)(=O)=O)cc2)ccc1OCC#N	-12	-12	1	.	-6	1.6	.	-7	-2
29	Cc1cccc(N(CC(=O)NC2CCCC2)C(=O)CS(=O)CC(=O)Nc2ccc3c(c2)OCO3)c1C (stereo not given)	-13	-9	3	-17	11	-0.1	-15	-12	-3
30	CCOC(=O)c1cc(-c2cccc(C(F)(F)F)c2)nc2nc(SC)[nH]c(=O)c12	0	-11	3	-9	13	1.4	-13	-12	4

(continued)
The line under a structure holds: TAAR1 antagonist, CHO-K1 Ca antag, TAAR1 ag, OXTR potentiator, M1 PAM parental, CHO-K1 Ca ag, CHO parental Ca, CHRM1 antagonist, M1 ag
31	CC(=O)c1c(N2CCOCC2)nc(=S)n(-c2cc(C)ccc2C)c1C
 : -9, -20, 1, -1, 10, 0.5, -15, -2, -12
32	Cc1ccc2c(c1)N(CC(=O)NC1CCCC1)C(=O)CO2
 : 15, -6, -5, -5, -3, 0.2, -4, 11, -3
33	CCC(C)N(C(=O)COC(=O)c1[nH]c(C)c(C(C)=O)c1C)C1CCS(=O)(=O)C1 (stereo not given)
 : -7, -14, 13, 4, 11, 0.0, -14, -16, -1
34	Cc1nc2cc(C(F)(F)F)ccc2n1C1CCN(CC(=O)N2CCCC2)CC1
 : 10, -18, 11, -2, 19, 0.3, -9, -14, -10
35	O=C(Nc1ccc2c(c1)OCCO2)c1ccc(Br)o1
 : 7, -11, 12, -5, 19, 0.2, -2, -27, -5
36	CC1(C)C(=O)Nc2ccccc2N1C(=O)COC(=O)c1cccnc1Cl
 : -4, -13, 20, -8, 7, 1.5, 1, -11, -1
37	Nc1cccc2c1C(=O)N(C(=O)c1ccc(Cl)c(S(=O)(=O)N3CCCCCC3)c1)C2=O
 : 4, -3, 1, -7, 10, 0.1, -21, -24, -3
38	CC(Nc1nc(N2CCCCC2)nc2ccccc12)c1ccccc1 (stereo not given)
 : 8, 13, 33, -6, -3, 4.0, -12, 4, -4
39	O=C1N[C@@H](Cc2cn(S(=O)(=O)c3ccc([N+](=O)[O-])cc3)c3ccccc23)C(=O)N[C@H]1Cc1ccccc1
 : 17, -2, 15, 2, 8, 0.0, -18, 1, -3
40	CC(C)NC(=O)Nc1ccc2c(c1)C(=O)N([C@H](C)CO)C[C@H](C)[C@@H](CN(C)C(=O)Nc1ccccc1)O2
 : 0, -7, 13, -2, -9, -0.2, 10, -13, -2
41	C[C@@H]1CN([C@@H](C)CO)C(=O)CCCn2nncc2CO[C@@H]1CN(C)C(=O)Nc1cccc(C(F)(F)F)c1
 : -9, 26*, 2, ., -5, -0.4, ., -16, -1
42	O=C(NCCC1=CCCCC1)NC12CC3CC(CC(C3)C1)C2
 : -5, -11, 4, -19, 17, 3.1, -4, -14, -1
43	C=CCOc1c(Br)cc(CNc2ccc(NC(=O)C(C)C)c(OC)c2)cc1OC
 : 6, -10, 11, -2, -3, 4.3, -16, 3, -2
44	CC(/C=N/NC(=O)c1nn(C)c(C)c1Br)=C\c1ccccc1
 : 10, -7, 6, 5, 25, 1.3, -6, -11, -1
45	CCOC1=C2[C@@H](CN(S(=O)(=O)c3ccc(C)cc3)[C@H]2c2ccccc2)[C@H]2C(=O)N(Cc3ccccc3)C(=O)[C@H]2C1
 : -8, -16, 0, ., -1, -0.7, ., -15, 0

The line under a structure holds: TAAR1 antagonist, CHO-K1 Ca antag, TAAR1 ag, OXTR potentiator, M1 PAM parental, CHO-K1 Ca ag, CHO parental Ca, CHRM1 antagonist, M1 ag
46	COc1ccc(-c2cc3nc(C)cc(N4CCN(C(=O)c5ccoc5)CC4)n3n2)cc1
 : 6, -7, 2, ., 22, 1.4, ., -13, -2
47	COc1cc(C(=O)NCCc2nc3ccccc3n2C)cc(OC)c1OC
 : 11, -16, 7, -3, 8, 2.3, -7, -21, -2
48	CN1C(=O)NC(c2cccc([N+](=O)[O-])c2)C2=C1CCCC2=O (stereo not given)
 : -18, -1, 4, -7, -2, 0.1, -10, 0, -4
49	CC(C)(C)C(=O)C[n+]1cccc(C(N)=O)c1
 : 0, -15, 2, -8, 19, 0.0, 1, 1, -7
50	CC(=O)c1cccc(N(CC(=O)Nc2ccc(S(=O)(=O)N3CCOCC3)cc2)S(C)(=O)=O)c1
 : -5, -2, 3, -6, 2, 0.1, -5, -19, -4
